# Epigenetic reg = epigenetic control regulation, reporter derepression; murine LDR cells, GFP reporter derepression, 30 h; Potency, µM (highest dose often 53.9 µM), for inactives: top-dose GFP activation, actives largely listed as activators; hit rate 0.2% among 280,000; AID 1865; note: potency is the fitted concentration of half-maximal effect; % of control where 0% means no effect; nearly all actives have a fitted effect of over 60% in size
#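 Murine LDR cells bearing a silenced CMV-driven GFP reporter were exposed to compound for 30 h at 37 C. After PBS washes, GFP-positive cells (20-120 um objects) counted by laser-scanning microplate cytometry.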
# CBFb-RUNX1 inh = inhibitors of human CBF-beta and RUNX1 interaction. AlphaScreen CBFb-His/RUNX1-biotin binding, biochemical. 230,000 tested, under 10 active. Q01196+Q13951. Potency, µM (highest dose often 59.8 µM), for the others: at the top dose activity, negative = inhibition, hits mostly inhibitors; note: % of control where 0% means no effect
#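 Room-temperature protein-protein interaction test with 30 nM each of His-tagged CBF-beta and biotinylated RUNX1, 15 min with compound, then 90 min with nickel plus streptavidin beads. Signal read in AlphaScreen mode.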
# TexasRed fluor = counter-screen for TRb-SRC2 inhibitors: fluorescence interference; Potency, µM (highest dose often 106 µM), for inactives: at the highest dose fluorescence change, negative = quenching; TRb/SRC2 Texas Red total fluorescence interference; AID 1479; hit rate 0.29% among 280,000; active = well fitted curve in either direction with a large enough effect; inconclusive = small, poorly fitted or top-dose-only effect; note: potency is the fitted concentration of half-maximal effect; % is set by controls: 0 for no effect and ±100 for the full control effect
#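 Flags fluorescent or light-absorbing compounds by total fluorescence, S + 2P, at 555 nm excitation and 632 nm emission. Mixture: 20 nM Texas Red SRC2 peptide, 0.6 uM human TRb LBD, 1 uM T3, 5% DMSO; compound exposure 5 h at ambient temperature.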
# Tau FP inhib = inhibitors of human tau fibril formation; AID 1468; K18 P301L tau heparin fibrillization, Alexa594 FP, 6 h; hit rate 0.39% among 280,000; Potency, µM (highest dose often 57.7 µM), for the others: at the top dose activity, negative = inhibition, actives largely listed as inhibitors; P10636; note: potency is the fitted concentration of half-maximal effect; % is set by controls: 0 for no effect and ±100 for the full control effect; nearly all actives have a fitted effect of over 55% in size
# Target sequence (P10636 561-689 P618L limits assumed): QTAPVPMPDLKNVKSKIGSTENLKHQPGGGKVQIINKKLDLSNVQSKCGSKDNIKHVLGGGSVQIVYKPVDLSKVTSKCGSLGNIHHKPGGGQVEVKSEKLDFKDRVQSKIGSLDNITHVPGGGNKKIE
#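 Recombinant K18 P301L […], labeled with Alexa 594 at 0.24 uM over 15 uM unlabeled; heparin inducer 20 uM final; 37 C, 6 hr; FP endpoint.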
# Tau fluor counter = counter-screen for tau fibril formation inhibitors | tau K18 P301L (four-repeat tau fragment) Alexa594 fluorescence, heparin fibrillization | Potency, µM (highest dose often 57.7 µM), inactives show at the top dose activity change, negative = decrease | hit rate 0.93% among 280,000; note: potency is the fitted concentration of half-maximal effect; % is set by controls: 0 for no effect and ±100 for the full control effect; nearly all actives have a fitted effect of over 55% in size
#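 Human K18 P301L tau (15 uM unlabeled plus 0.24 uM Alexa 594-labeled, final) in 100 mM sodium acetate pH 7 was mixed with compound and 20 uM heparin and incubated 6 hr at 37 C.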
# aGal spleen mod = inhibitors or activators of human alpha-galactosidase in spleen homogenate; AID 2107; hit rate 0.008% among 240,000; P06280; human spleen homogenate, 4MU-alpha-Gal fluorescence, 40 min; Potency, µM (titrated, usually from 80 µM), without a hit: top-dose activity change, negative = inhibition, usual class: inhibitors;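 note: potency is the fitted concentration of half-maximal effect; 0% = enzyme with vehicle and -100% = no enzyme basal signal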
# Target sequence (P06280 32-429 limits assumed): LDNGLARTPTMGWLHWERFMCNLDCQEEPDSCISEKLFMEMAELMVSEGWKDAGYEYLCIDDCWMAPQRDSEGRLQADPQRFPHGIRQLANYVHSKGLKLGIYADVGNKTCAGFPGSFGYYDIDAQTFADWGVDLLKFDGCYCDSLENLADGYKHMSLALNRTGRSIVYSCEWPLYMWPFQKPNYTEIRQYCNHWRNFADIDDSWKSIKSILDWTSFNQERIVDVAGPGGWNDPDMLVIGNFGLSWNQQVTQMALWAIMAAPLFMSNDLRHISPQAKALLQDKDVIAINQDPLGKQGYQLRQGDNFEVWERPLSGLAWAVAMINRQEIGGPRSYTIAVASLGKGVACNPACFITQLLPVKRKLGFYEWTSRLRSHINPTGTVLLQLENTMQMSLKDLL
#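 Human spleen homogenate (1 ug) as enzyme source, 4-methylumbelliferyl-alpha-D-galactopyranoside 1 mM final, citrate/phosphate pH 5.0 with 0.01% Tween-20. Compounds 40 min at 37C, NaOH/glycine stop; fluorescence Ex 365/Em 440, Hill-fit AC50.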
# TRb SRC2 PPI = inhibitors of human thyroid hormone receptor beta-SRC2 interaction | hit rate 0.065% among 280,000 | TRbeta-SRC2 peptide binding, fluorescence polarization; receptor liganded with 1 µM T3 | P10828 | Potency, µM (top dose mostly 106 µM), without a hit: at the highest dose activity change, negative = inhibition, actives largely listed as inhibitors;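 note: potency is the fitted concentration of half-maximal effect; plate controls were bound peptide for no effect and peptide without receptor for full effect; nearly all actives have a fitted effect of over 50% in size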
#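 Quantitative HTS by FP: 0.6 uM TRb LBD, 20 nM labeled SRC2 20-mer, 1 uM T3, 5% DMSO; 5 hr ambient incubation; % activity per concentration and potencies from concentration series.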
# NPSR antagonist = antagonists of human neuropeptide S receptor cAMP signaling; CHO-NPSR cells, cAMP TR-FRET, antagonist mode; Potency, µM (top dose mostly 38.3 µM), for the others: at the top dose activity change, negative = inhibition, most hits filed as inhibitors; hit rate 1% among 220,000; note: potency is the fitted concentration of half-maximal effect; % is set by controls: 0 for no effect and ±100 for the full control effect; nearly all actives have a fitted effect of over 50% in size; many of its hits are not listed in these tables
# Target sequence (Q6W5P4 whole entry, looked up): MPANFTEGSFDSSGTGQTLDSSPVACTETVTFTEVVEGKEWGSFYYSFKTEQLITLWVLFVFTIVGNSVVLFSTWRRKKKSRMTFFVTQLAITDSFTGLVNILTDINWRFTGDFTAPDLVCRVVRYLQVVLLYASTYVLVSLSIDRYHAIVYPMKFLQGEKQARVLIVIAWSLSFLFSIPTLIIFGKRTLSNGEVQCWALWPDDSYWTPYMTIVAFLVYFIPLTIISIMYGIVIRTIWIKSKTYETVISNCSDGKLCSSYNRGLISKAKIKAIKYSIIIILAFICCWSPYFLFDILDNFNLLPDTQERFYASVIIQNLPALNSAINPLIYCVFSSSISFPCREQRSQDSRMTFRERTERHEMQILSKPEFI
# Numbers without * were called inactive; ? = inconclusive; · = no result given; & = joins results of further samples; [ ] = remark or other dose. Unless noted, calls come from the whole dose curve; as a rule, active = well fitted curve in the direction sought with a large enough effect; inconclusive = small, poorly fitted or top-dose-only effect, or another doubt; inactive = no such curve, though single readings can be large; an effect the other way counts as inactive or inconclusive.
Molecule	Tau FP inhib	Tau fluor counter	TexasRed fluor	CBFb-RUNX1 inh	NPSR antagonist	Epigenetic reg	aGal spleen mod	TRb SRC2 PPI
CC(C)C1NC(=S)N(C2CCCCC2)C1=O (stereo not given)	5%	-5%	-10%	-1%	-3%	0.0%	-7%	-4%
COc1ccc(CC(=O)NCc2ccco2)cc1OC	-1%	-11%	3%	-2%	5%[46.1 µM]	-3.5%	-13%	-11%
Cc1ccc(CN2CCN(C3CCN(S(=O)(=O)N(C)C)CC3)C(=O)C2=O)cc1	6%	3%	-1%	·	·	?	·	2%
Cc1cccc(CN2CCN(c3nc4nonc4nc3NC3CC3)CC2)c1	-4%	-11%	5%	-10%	26%	-1.2%	-8%	-7%
O=C(c1cccc(N2C(=O)C3CC=CCC3C2=O)c1)N1CCCc2ccccc21 (stereo not given)	-8%	-13%	-1%	1%	4%	-1.1%	-6%	7%
Cc1ccc(N(CC(=O)Nc2cc(Cl)ccc2Oc2ccccc2)S(C)(=O)=O)cc1C	-6%	-29%	2%	2%	?	-6.9%	0%	2%
O=C(NN1C(=O)C2C3C=CC(C4CC34)C2C1=O)c1cccc(Br)c1 (stereo not given)	-2%	-19%	2%	-7%	-10%	0.4%	3%	-3%
N#Cc1ccc(NC(=O)Nc2ccc(Cl)cc2)cc1	?	?	-1%	13%	-9%[46.1 µM]	-2.2%	-1%	2%
CC1CCN(CCn2c(=S)[nH]c3cc4c(cc3c2=O)OCO4)CC1	3%	-6%	-1%	-1%	-2%	1.6%	-5%	3%
O=C(Nc1cccc(C(F)(F)F)c1)N1CCC(c2nc(-c3ccc(F)cc3)no2)CC1	?	?	-1%	13%	-17%[46.1 µM]	3.9%	-8%	-12%
CCOC(=O)c1c(C)oc2ccc(N(C(=O)Oc3ccccc3)S(=O)(=O)c3ccc(CC)cc3)cc12	2%	-24%	-2%	·	·	-1.6%	·	-8%
COc1cc2c(cc1OC)C(COc1ccc3c(C)cc(=O)oc3c1)N(C(=O)Cc1ccc(F)cc1)CC2 (stereo not given)	0%	-4%	0%	·	·	14%	·	-5%
CC[n+]1c(/C=C/N(C)c2ccccc2)n(-c2ccccc2)c2ccc(-c3nc4ccccc4s3)cc21	·	·	-4%	15%	·	·	?	1%
CC(C)c1ccc(OCC(=O)NCc2ccco2)cc1	10%	3%	2%	3%	-11%[46.1 µM]	-1.1%	2%	-3%
CSCCC(=O)Nc1cc(S(=O)(=O)N2CCOCC2)ccc1N1CCN(C)CC1	2%	1%	0%	2%	14%	-5.1%	4%	0%
O=C(NC1CCCCC1)C(Cc1ccccc1)NS(=O)(=O)c1cccs1 (stereo not given)	-8%	-13%	1%	-1%	-21%[46.1 µM]	-0.2%	2%	3%
Cc1ccsc1C1C(C#N)=C(N)N(N(C)C)C2=C1C(=O)CCC2 (stereo not given)	-6%	-4%	9%	-7%	-8%	-1.1%	-2%	5%
COc1ccc(NC(=O)c2cc(-c3cccc(OC)c3)on2)cc1	-5%	-7%	-1%	7%	6%	-2.1%	-2%	-6%
CCOc1ccc2nc(N3CCCC(C(=O)NCCc4ccc(SC)cc4)C3)sc2c1 (stereo not given)	-5%	?	40µM*[quencher]	·	·	4.1%	·	-12%
COc1cccc(C(=O)Nc2ccc(-n3nncc3-c3ccccc3)cc2)c1OC	7%	-19%	-1%	·	·	0.2%	·	-4%
CCCOc1ccc(C(=O)OCC(=O)c2c(N)n(C)c(=O)n(C)c2=O)cc1OC	2%	-7%	-2%	7%	5%	-3.7%	6%	5%
CCOC(=O)C1C(=O)OC2(CCCCC2)C1C(=O)OCC (stereo not given)	8%	-7%	1%	11%	5%[46.1 µM]	-1.0%	4%	2%
COc1ccc(C(=O)NC2CCN(C(=S)Nc3ccc(C)c(C)c3)CC2)cc1	-4%	-14%	-3%	8%	-4%	-3.2%	3%	-5%
COC(=O)c1ccccc1NC(=O)c1ccccc1NS(C)(=O)=O	-1%	-5%	-6%	1%	0%[46.1 µM]	-1.1%	6%	1%
Cc1ccc(-c2nnc(SCC(=O)N3CCOCC3)nc2-c2ccc(C)cc2)cc1	-7%	-11%	-5%	-6%	?	-1.0%	-2%	-4%
CCn1nc(C(=O)NCc2ccco2)c(Cl)c1Cl	1%	-1%	-8%	0%	16%	-1.0%	0%	-5%
COc1cc(/C=N/NS(=O)(=O)c2ccc(C)cc2)ccc1OCc1ccc(C(=O)O)cc1	-12%	-27%	-4%	-8%	10%	0.0%	-2%	3%
O=C(Nc1cc(Cl)cc(Cl)c1)c1ccc(F)c(S(=O)(=O)N2CCN(c3ccccc3F)CC2)c1	20µM*	-30%	0%	·	·	0.0%	·	7%
O=C(NCCCN1CCN(Cc2ccccc2)CC1)C1CCN(c2nnc(-n3cccc3)s2)CC1	1%	3%	-1%	0%	-6%[46.1 µM]	1.6%	5%	-7%
CC1=C(C(=O)OCc2ccccc2)C(c2ccc3ccccc3c2)NC(=O)N1CCCCCC(=O)O (stereo not given)	-2%&-10%	-6%&-10%	-5%&-5%	-2%&3%	-48%	0.0%&1.6%	1%&5%	1%&10%
CCOc1ccc(S(=O)(=O)n2c(C)nc3ccccc32)cc1	9%	2%	-1%	-4%	6%	-2.2%	2%	0%
CCNC(=O)c1ccc(CSc2nc3ccncc3n2Cc2ccc(F)cc2)cc1	2%	-2%	-1%	·	·	0.0%	·	-3%
CCCn1c2ccccc2c2cnn(CC(=O)NC(C)CC)c(=O)c21 (stereo not given)	2%	-2%	?	·	·	0.0%	·	4%
COc1ccc(/C(O)=C/Sc2nnc(Cc3ccccc3)o2)cc1	3%	?	-4%	5%	-15%[46.1 µM]	0.0%	-5%	-4%
Cn1c(SCc2cnc(-c3ccccc3)s2)nnc1C1COc2ccccc2O1 (stereo not given)	2%	-17%	0%	0%	4%[46.1 µM]	-1.1%	-12%	-12%
C=CCn1c(NC(=O)c2ccccc2Cl)c(C#N)c2nc3ccccc3nc21	?	-25%	-18%	21%	4%[46.1 µM]	1.4%	4%	?
Cc1ccc(N2C(=O)c3ccccc3C2Nc2ccccc2)nc1 (stereo not given)	-12%	-26%	-2%	1%	-19%[46.1 µM]	0.0%	1%	1%
CCCCCOC(=O)Cc1c(O)c2ccccc2n(C)c1=O	5%	9%	-3%	0%	-12%[46.1 µM]	-0.5%	5%	2%
CCC(C)NC(=O)C(Cc1ccccc1)NS(=O)(=O)c1cccc2nsnc12 (stereo not given)	0%	-2%	-6%	-1%	-10%[46.1 µM]	0.0%	2%	1%
COc1ccc(-c2noc(CCC(=O)N3CCN(Cc4ccccc4)CC3)n2)cc1	-13%	-20%	1%	4%	-14%[46.1 µM]	-1.0%	2%	0%
Cc1nc2cc(NC(=O)CSc3nc4c(C)cccc4cc3C#N)ccc2s1	?	-26%	-2%	0%	?	?	-5%	-10%
NC1=NC(=O)C(Cc2cc(Cl)ccc2Cl)S1 (stereo not given)	2%	2%	-1%	-2%	1%[46.1 µM]	0.1%	4%	9%

# Single entries from the results shown.
# In Tau fluor counter, O=C(NCCCN1CCN(Cc2ccccc2)CC1)C1CCN(c2nnc(-n3cccc3)s2)CC1 has 3%
# In aGal spleen mod, Cc1ccc(N2C(=O)c3ccccc3C2Nc2ccccc2)nc1 (stereo not given) has 1%
# In TexasRed fluor, O=C(NN1C(=O)C2C3C=CC(C4CC34)C2C1=O)c1cccc(Br)c1 (stereo not given) has 2%

# Nothing new here: entries from further up.
Molecule	Tau FP inhib	Tau fluor counter	TexasRed fluor	CBFb-RUNX1 inh	NPSR antagonist	Epigenetic reg	aGal spleen mod	TRb SRC2 PPI
C=CCn1c(NC(=O)c2ccccc2Cl)c(C#N)c2nc3ccccc3nc21	?	-25%	-18%	21%	4%[46.1 µM]	1.4%	4%	?
Cc1ccc(N2C(=O)c3ccccc3C2Nc2ccccc2)nc1 (stereo not given)	-12%	-26%	-2%	1%	-19%[46.1 µM]	0.0%	1%	1%
CCCCCOC(=O)Cc1c(O)c2ccccc2n(C)c1=O	5%	9%	-3%	0%	-12%[46.1 µM]	-0.5%	5%	2%
CCC(C)NC(=O)C(Cc1ccccc1)NS(=O)(=O)c1cccc2nsnc12 (stereo not given)	0%	-2%	-6%	-1%	-10%[46.1 µM]	0.0%	2%	1%
COc1ccc(-c2noc(CCC(=O)N3CCN(Cc4ccccc4)CC3)n2)cc1	-13%	-20%	1%	4%	-14%[46.1 µM]	-1.0%	2%	0%
Cc1nc2cc(NC(=O)CSc3nc4c(C)cccc4cc3C#N)ccc2s1	?	-26%	-2%	0%	?	?	-5%	-10%
NC1=NC(=O)C(Cc2cc(Cl)ccc2Cl)S1 (stereo not given)	2%	2%	-1%	-2%	1%[46.1 µM]	0.1%	4%	9%

# Source: PubChem BioAssay

# The list is partial (hit frequency here may not be typical).
